Growth percent in the NCI-60 one-dose screen (48 h, 10 µM unless noted): 100 = growth as untreated, 0 = no growth, -100 = all killed.
MCF7: MCF7 breast cancer | AID 1794796 | 82,000 tested, 6.3% active
SR: SR leukemia cells. 73,000 tested, 8.7% active
MDA-MB-468: MDA-MB-468 breast cancer. 78,000 tested, 8.5% active
BT-549: BT-549 breast cancer. 78,000 tested, 4.4% active. AID 1794793
MOLT-4: MOLT-4 leukemia cells; 80,000 tested, 6.9% active
MDA-MB-231: MDA-MB-231 breast cancer. 81,000 tested, 5% active
T-47D: T-47D breast cancer; 79,000 tested, 5% active; AID 1794792
K-562: K-562 leukemia | 78,000 tested, 7.4% active | AID 1794777
* = called active by the depositor; & = joins results of further samples. How the source made its calls: active means growth percent below 10; inactive means the rest.

Start of the data: the first 8 entries (preview)
For C=C(C)[C@@H]1CC[C@]2(CO)CC[C@]3(C)[C@H](CC[C@@H]4[C@@]5(C)CC[C@H](O)C(C)(C)[C@@H]5CC[C@]43C)[C@@H]12 the results were MCF7 43, SR 43, BT-549 49, MOLT-4 71, MDA-MB-231 4.5*, T-47D 32 and K-562 24.
Cc1ccc(S(=O)(=O)OCC#CCOS(=O)(=O)c2ccc(C)cc2)cc1 was read as MCF7 31, SR 11, MDA-MB-468 -25*, BT-549 55, MOLT-4 46, MDA-MB-231 58, T-47D -23* and K-562 40.
For C=CC(=O)Nc1cccc(Nc2nc(SC)nc(-c3cccc([N+](=O)[O-])c3)c2C#N)c1 the results were MCF7 28, MDA-MB-468 56, BT-549 58, MOLT-4 60, MDA-MB-231 52, T-47D 43 and K-562 47.
For CCCNc1nc2ccccc2c2c(=O)c3ccccc3sc12 the results were MCF7 39, SR 69, MDA-MB-468 64, BT-549 99, MOLT-4 96, MDA-MB-231 87, T-47D 83 and K-562 86.
For Cc1cc2c(C(C)C)c(O)c(O)c(C=Nc3cccc(C(F)(F)F)c3)c2c(O)c1-c1c(C)cc2c(C(C)C)c(O)c(O)c(C=Nc3cccc(C(F)(F)F)c3)c2c1O the results were MCF7 95, SR 82, MDA-MB-468 87, BT-549 84, MOLT-4 53, MDA-MB-231 77, T-47D 80 and K-562 43.
S=C(Nc1ccccn1)c1ccccn1 was read as MCF7 98, SR 74, MDA-MB-468 95, BT-549 95, MOLT-4 109, MDA-MB-231 117, T-47D 84 and K-562 94.
For O=C(CCCOc1ccc(Cl)cc1Cl)Nc1ncc(Cc2cccc(Cl)c2Cl)s1 the results were MCF7 93, SR 101, MDA-MB-468 99, BT-549 98, MOLT-4 96, MDA-MB-231 94, T-47D 86 and K-562 89.
Screening Cc1sc(NC(=O)c2ccccc2)c(C(c2cccs2)N2CCN(c3ccccc3)CC2)c1C (stereo not drawn) returned MCF7 85, SR 77, MDA-MB-468 16, BT-549 64, MOLT-4 86, MDA-MB-231 98, T-47D 78 and K-562 56.

This part in full (from the top)
For C=C(C)[C@@H]1CC[C@]2(CO)CC[C@]3(C)[C@H](CC[C@@H]4[C@@]5(C)CC[C@H](O)C(C)(C)[C@@H]5CC[C@]43C)[C@@H]12 the results were MCF7 43, SR 43, BT-549 49, MOLT-4 71, MDA-MB-231 4.5*, T-47D 32 and K-562 24.
Cc1ccc(S(=O)(=O)OCC#CCOS(=O)(=O)c2ccc(C)cc2)cc1 was read as MCF7 31, SR 11, MDA-MB-468 -25*, BT-549 55, MOLT-4 46, MDA-MB-231 58, T-47D -23* and K-562 40.
For C=CC(=O)Nc1cccc(Nc2nc(SC)nc(-c3cccc([N+](=O)[O-])c3)c2C#N)c1 the results were MCF7 28, MDA-MB-468 56, BT-549 58, MOLT-4 60, MDA-MB-231 52, T-47D 43 and K-562 47.
For CCCNc1nc2ccccc2c2c(=O)c3ccccc3sc12 the results were MCF7 39, SR 69, MDA-MB-468 64, BT-549 99, MOLT-4 96, MDA-MB-231 87, T-47D 83 and K-562 86.
For Cc1cc2c(C(C)C)c(O)c(O)c(C=Nc3cccc(C(F)(F)F)c3)c2c(O)c1-c1c(C)cc2c(C(C)C)c(O)c(O)c(C=Nc3cccc(C(F)(F)F)c3)c2c1O the results were MCF7 95, SR 82, MDA-MB-468 87, BT-549 84, MOLT-4 53, MDA-MB-231 77, T-47D 80 and K-562 43.
S=C(Nc1ccccn1)c1ccccn1 was read as MCF7 98, SR 74, MDA-MB-468 95, BT-549 95, MOLT-4 109, MDA-MB-231 117, T-47D 84 and K-562 94.
For O=C(CCCOc1ccc(Cl)cc1Cl)Nc1ncc(Cc2cccc(Cl)c2Cl)s1 the results were MCF7 93, SR 101, MDA-MB-468 99, BT-549 98, MOLT-4 96, MDA-MB-231 94, T-47D 86 and K-562 89.
Screening Cc1sc(NC(=O)c2ccccc2)c(C(c2cccs2)N2CCN(c3ccccc3)CC2)c1C (stereo not drawn) returned MCF7 85, SR 77, MDA-MB-468 16, BT-549 64, MOLT-4 86, MDA-MB-231 98, T-47D 78 and K-562 56.
Screening CCc1cccc(CC)c1N1CC(C(=O)O)CC1=O (stereo not drawn) returned MCF7 93, MDA-MB-468 99, BT-549 95, MOLT-4 125 and K-562 102.
Screening Cc1ccc(S(=O)(=O)N(C)C2c3ccccc3Oc3ccccc32)cc1C returned MCF7 105, SR 81, MDA-MB-468 71, BT-549 89, MOLT-4 85, MDA-MB-231 85, T-47D 72 and K-562 94.
O=C(O)c1ccc2c(c1)nc(-c1ccccc1)n2C1CCCCC1 was read as MCF7 103, SR 87, MDA-MB-468 108, BT-549 113, MOLT-4 91, MDA-MB-231 109, T-47D 93 and K-562 95.
COc1cc2c(c(OC)c1OC)=NC(=O)/C(=C\c1sc(=O)[nH]c1O)C=2 was read as MCF7 88, SR 86, MDA-MB-468 99, BT-549 91, MOLT-4 105, MDA-MB-231 83, T-47D 96 and K-562 101.
`CCC1C2C(=O)N3CCC4(C(=C2C(=O)OC)Nc2ccccc24)C13` (stereo not drawn) gave MCF7 98, SR 79, MDA-MB-468 96, BT-549 96, MOLT-4 91, MDA-MB-231 93, T-47D 93 and K-562 102.
O=C(O)c1cn(C2CC2)c2cc(N3CCN(C(=O)CCCN4C(=O)S/C(=C/c5ccc(Cl)cc5)C4=O)CC3)c(F)cc2c1=O was read as MCF7 101, SR 89, MDA-MB-468 102, BT-549 96, MOLT-4 104, MDA-MB-231 86, T-47D 98 and K-562 99.
O=S(=O)(NCCCNc1nccc(-c2[nH]c(-c3ccccc3)nc2-c2ccc(F)c(O)c2)n1)c1ccc(F)cc1 was read as MCF7 61, SR 42, MDA-MB-468 50, BT-549 91, MOLT-4 44, MDA-MB-231 77, T-47D 84 and K-562 59.
C[C@]12O[C@H]1[C@H](O)c1c(cc(O)c3c1C(=O)c1cccc(O)c1-3)C2=O was read as MCF7 98, SR 94, MDA-MB-468 83, BT-549 96, MOLT-4 87, MDA-MB-231 94, T-47D 100 and K-562 94.
For CC1(C)O[C@@H]2[C@@H](CO[C@@]3(COS(N)(=O)=O)OC(C)(C)O[C@@H]23)O1 the results were MCF7 107, MDA-MB-468 90, BT-549 67, MOLT-4 96, MDA-MB-231 114 and T-47D 90.
Oc1cccnc1I was read as MCF7 95, SR 92, MDA-MB-468 94, BT-549 106, MOLT-4 88, MDA-MB-231 103, T-47D 95 and K-562 89.
For CCCCN(CCCC)CC(O)c1cc2ccccc2c2cc(Br)ccc12 (stereo not drawn) the results were MCF7 83, SR 66, MDA-MB-468 89, BT-549 93, MOLT-4 86, MDA-MB-231 66, T-47D 70 and K-562 69.
Screening CCOC(=O)c1cn(CCN2CCCCC2)c2nc(NCc3ccc(OC)c(OC)c3)nn2c1=O returned MCF7 94, SR 100, MDA-MB-468 117, BT-549 107, MOLT-4 100, MDA-MB-231 97, T-47D 112 and K-562 102.
Screening COc1ccc(C(=O)N2NC(=O)/C(=C/c3cn(-c4ccccc4)nc3-c3ccccc3)N=C2c2ccccc2)cc1 returned MCF7 99, SR 100, MDA-MB-468 96, BT-549 106, MOLT-4 85, MDA-MB-231 94, T-47D 98 and K-562 105.
`COc1ccc(-c2nn(-c3ccccc3)cc2-c2nc3ccccc3s2)cc1` gave MCF7 73, SR 89, MDA-MB-468 99, BT-549 105, MOLT-4 97, MDA-MB-231 72, T-47D 86 and K-562 101.
For COC(=O)C(CCSc1ccccc1)C(=O)OC the results were MCF7 93, SR 109, MDA-MB-468 93, BT-549 105, MOLT-4 122, MDA-MB-231 93, T-47D 123 and K-562 120.
`O=C(O)C1(C(=O)O)CC=CC1` gave MCF7 99, SR 93, MDA-MB-468 106, BT-549 118, MOLT-4 104, MDA-MB-231 118, T-47D 101 and K-562 103.
For COC(=O)CSC1=C(C)C(=O)C(OC)=C(OC)C1=O the results were MCF7 87, SR 57, MDA-MB-468 52, BT-549 79, MOLT-4 17, MDA-MB-231 85, T-47D 36 and K-562 14.
`Cc1ccc(-c2cc3nc(N(C)C)nc(-c4cccs4)n3n2)cc1` gave MCF7 76, SR 81, MDA-MB-468 86, BT-549 100, MOLT-4 92, MDA-MB-231 73, T-47D 83 and K-562 108.
Screening O=c1cc(Cl)c(=O)[nH][nH]1 returned MCF7 101&96, SR 87&95, MDA-MB-468 100&118, BT-549 103&107, MOLT-4 98&84, MDA-MB-231 105&108, T-47D 101&101 and K-562 98&103.
For O=C(/C=C/c1ccc(Cl)cc1)Oc1ccc(/C=C2\CCCCC2=O)cc1 the results were MCF7 110, SR 91, MDA-MB-468 101, BT-549 99, MOLT-4 78, MDA-MB-231 105, T-47D 97 and K-562 92.
`CSc1nc(-c2ccc(Cl)cc2)c(C#N)c(=O)[nH]1` gave MCF7 89, SR 98, MDA-MB-468 101, BT-549 96, MOLT-4 103, MDA-MB-231 108, T-47D 96 and K-562 101.
CCOc1ccc(-n2nc(C(=O)Nc3ccccc3)nc2-c2cc(OC)c(OC)c(OC)c2)cc1 was read as MCF7 37, SR 17, MDA-MB-468 43, BT-549 61, MOLT-4 43, MDA-MB-231 44 and T-47D 39.
Screening CC1CCN(C2=NC(=O)/C(=C\c3ccccc3OCc3ccccc3)S2)CC1 returned MCF7 76, SR 37, MDA-MB-468 79, BT-549 71, MOLT-4 72, MDA-MB-231 74, T-47D 43 and K-562 53.
CCCCN1C(=O)/C(=C\C(=O)c2cc3ccccc3oc2=O)c2ccccc21 was read as MCF7 41, SR -2.5*, MDA-MB-468 18, BT-549 48, MOLT-4 3.8*, MDA-MB-231 48, T-47D 24 and K-562 -37*.
`COc1cc(-c2nc3c(c(C)nn3-c3ccc(F)cc3)c(=O)[nH]2)cc(OC)c1OC` gave MCF7 93, SR 74, MDA-MB-468 114, BT-549 104, MOLT-4 90, MDA-MB-231 92, T-47D 94 and K-562 100.
For O=C(NNC(=O)c1cccc([N+](=O)[O-])c1)c1cccc([N+](=O)[O-])c1 the results were MCF7 81, SR 102, MDA-MB-468 120, BT-549 92, MOLT-4 96, MDA-MB-231 106, T-47D 87 and K-562 116.
CN1CCN(CCS(=O)(=O)Nc2cc(-c3ccc4ncnc(Nc5ccc(F)c(Cl)c5)c4c3)cnc2Cl)CC1 was read as MCF7 10, SR -45*, MDA-MB-468 -75*, BT-549 -53*, MOLT-4 -50*, MDA-MB-231 -41*, T-47D -7.0* and K-562 20.
For Cn1c(=O)c2c(nc(Cc3ccccc3)n2CCO)n(C)c1=O the results were MCF7 110, SR 81, MDA-MB-468 122, BT-549 115, MOLT-4 14, T-47D 113 and K-562 98.
`CCCCCNc1ncnc2c(C)[nH]nc12` gave MCF7 89, MDA-MB-468 51, BT-549 74, MOLT-4 92, MDA-MB-231 93, T-47D 78 and K-562 77.
For COC(=O)C1(C(C)C(=O)c2ccc(Cl)cc2)NC(=S)NC(=O)C1C#N (stereo not drawn) the results were MCF7 94, SR 85, MDA-MB-468 93, BT-549 128, MOLT-4 103, MDA-MB-231 100, T-47D 105 and K-562 96.
`CS(=O)(=O)N1CCN(c2nc(-c3ccccc3)nc3nc(-c4ccccc4)oc23)CC1` gave MCF7 106, SR 110, MDA-MB-468 142, BT-549 122, MOLT-4 97, MDA-MB-231 106, T-47D 108 and K-562 102.
CCN(CC)CCCC(C)Nc1c2ccc(C)cc2nc2ccc(OC)cc12 (stereo not drawn) was read as MCF7 4.3*, SR 4.3*, MDA-MB-468 -65*, BT-549 73, MOLT-4 9.2*, MDA-MB-231 42, T-47D 71 and K-562 4.2*.
O=C(NCc1ccccc1)/C(=C/c1ccccc1)NC(=O)c1ccccc1 was read as MCF7 97, MDA-MB-468 94, BT-549 99, MDA-MB-231 93 and T-47D 110.
Screening Cc1ccc(-c2nc(NS(=O)(=O)c3ccc(C)cc3)nc(Cl)c2C#N)cc1 returned MCF7 69, SR 81, MDA-MB-468 97, BT-549 95, MOLT-4 96, MDA-MB-231 91, T-47D 82 and K-562 98.
NNc1cc(C(F)(F)F)nc2ccc(Br)cc12 was read as MCF7 93, SR 79, MDA-MB-468 80, BT-549 94, MOLT-4 83, MDA-MB-231 100, T-47D 89 and K-562 79.
Screening COc1cc(-c2ccc(NC(=O)N3CC3C)c(OC)c2)ccc1NC(=O)N1CC1C (stereo not drawn) returned MCF7 92, SR 92, MDA-MB-468 98, BT-549 103, MOLT-4 84, MDA-MB-231 106, T-47D 91 and K-562 105.
Screening CC/C=C\C/C=C\C[C@H](O)C/C=C1/C(=O)C=C[C@@H]1C/C=C\CCCC(=O)O returned MCF7 24, SR 6.2*, MDA-MB-468 24, BT-549 -29*, MOLT-4 7.6*, MDA-MB-231 26, T-47D 14 and K-562 11.
For O=C(NCCNc1nccc(-c2c(-c3cccc(O)c3)nc3sccn23)n1)Nc1cccc(C(F)(F)F)c1 the results were MCF7 56, SR 59, MDA-MB-468 -41*, BT-549 41, MOLT-4 60, MDA-MB-231 38, T-47D 64 and K-562 71.
O=C(Oc1ccc(Br)cc1)c1ccccc1C(=O)c1ccccc1 was read as MCF7 107, SR 82, MDA-MB-468 104, BT-549 106, MOLT-4 82, MDA-MB-231 104, T-47D 97 and K-562 68.
For NN1CC(=O)NC1=O the results were MCF7 89, MDA-MB-468 94, BT-549 93, MOLT-4 100, MDA-MB-231 94, T-47D 91 and K-562 84.
Screening NC(=O)c1ccccc1NC(=O)c1ccccc1C(=O)O returned MCF7 98, SR 125, MDA-MB-468 96, BT-549 118, MOLT-4 77, MDA-MB-231 109, T-47D 112 and K-562 90.
For O=S(=O)(c1ccc(N/N=C\c2ccccc2)cc1)c1ccc(N/N=C/c2ccccc2)cc1 the results were MCF7 63, MDA-MB-468 61, BT-549 105, MOLT-4 82, MDA-MB-231 49, T-47D 56 and K-562 80.
For Cc1nc(-c2cc3ccccc3oc2=O)ccc1C(=O)/C=C/c1ccccc1 the results were MCF7 74, SR 104, MDA-MB-468 97, BT-549 104, MOLT-4 103, MDA-MB-231 94, T-47D 84 and K-562 95.
`CCN(CC)CCCNC` gave MCF7 102, SR 98, MDA-MB-468 119, MOLT-4 97, MDA-MB-231 110, T-47D 112 and K-562 98.
Screening O=C(CC1(O)C(=O)Nc2ccc(Cl)cc21)c1cc2ccccc2oc1=O (stereo not drawn) returned MCF7 77, SR 68, MDA-MB-468 86, BT-549 113, MOLT-4 95, MDA-MB-231 87, T-47D 89 and K-562 88.

High-throughput results deposited in PubChem by NCI.
